Compound activity: PubChem BioAssay, Sanford-Burnham Center for Chemical Genomics
UPR CHOP act – apoptotic UPR (CHOP) activation. activation, % at 10 µM. CHO-CHOP luciferase reporter, luminescence; percent of tunicamycin response over DMSO baseline. 0.34% of 330,000 active;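 active = at 10 µM dose, activation of 40% or more, normalized to positive control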;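 note: 100% = tunicamycin at 10 µg/mL and 0% = DMSO alone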
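System: CHO-CHOP luciferase reporter cell line; amount: 500 cells/well; buffer or medium: F12 medium containing 10% fetal bovine serum; incubation: 6 h compound exposure at 37 °C after overnight seeding; measured by: luciferase luminescence after 10 min with Steady-Glo reagent; evaluation: % reporter activation, DMSO baseline versus tunicamycin full activation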
APJ ag – activates the human apelin receptor APJ | P35414 | AID 2520 | CHO-K1 APJ PathHunter beta-arrestin, luminescence; 0% DMSO wells, 100% apelin | activation, % at 20 µM | 0.11% of 330,000 active;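 active = activation more than six SD over the plate average, tested at 20 µM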;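 note: 0% = DMSO alone and 100% = apelin-13 at 10 nM; some results filed as inactive read as strong as hits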
Target sequence (P35414 whole entry, looked up): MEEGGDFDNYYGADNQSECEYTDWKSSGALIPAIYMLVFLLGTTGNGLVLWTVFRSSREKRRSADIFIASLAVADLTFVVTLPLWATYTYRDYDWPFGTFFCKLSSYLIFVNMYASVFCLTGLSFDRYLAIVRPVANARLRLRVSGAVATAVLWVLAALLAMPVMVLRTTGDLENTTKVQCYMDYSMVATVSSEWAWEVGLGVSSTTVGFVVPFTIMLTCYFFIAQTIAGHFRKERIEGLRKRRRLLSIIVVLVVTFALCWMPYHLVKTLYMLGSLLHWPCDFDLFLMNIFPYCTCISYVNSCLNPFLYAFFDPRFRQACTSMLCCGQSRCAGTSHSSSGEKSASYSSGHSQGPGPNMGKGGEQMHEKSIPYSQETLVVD
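Material: CHO-K1 APJ beta-arrestin complementation cell line; Input: cell density 1000 per well; Incubation: compound stimulation 90 min at 25 °C, detection 60 min; Signal: luminescence from split beta-galactosidase complementation, Galacton Star/Emerald II substrate; Controls: DMSO-only wells as negative, 10 nM Apelin-13 as positive control.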
CXCR6 inh – inhibitors of human CXCR6 receptor; AID 602244; O00574; 0.36% of 360,000 active; CHO-K1 PathHunter CXCR6 beta-arrestin, luminescence; inhibition, % at 20 µM; in the data active = inhibition above about 34%, passing the limit was not always enough;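 note: antagonist mode with CXCL16 agonist at 10 nM final; 0% = 10 nM CXCL16 with DMSO and 100% = unstimulated wells without agonist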
Target sequence (O00574 whole entry, looked up): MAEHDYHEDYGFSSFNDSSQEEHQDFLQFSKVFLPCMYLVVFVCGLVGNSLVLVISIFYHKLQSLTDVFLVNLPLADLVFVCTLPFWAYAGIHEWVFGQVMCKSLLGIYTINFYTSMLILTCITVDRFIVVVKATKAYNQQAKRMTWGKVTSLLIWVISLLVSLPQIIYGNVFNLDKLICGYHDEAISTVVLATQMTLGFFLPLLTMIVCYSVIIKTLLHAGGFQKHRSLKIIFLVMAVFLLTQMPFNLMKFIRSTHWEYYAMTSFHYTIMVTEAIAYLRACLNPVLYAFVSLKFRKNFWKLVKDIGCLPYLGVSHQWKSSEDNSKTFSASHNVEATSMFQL
APJ antag – antagonists of human APJ apelin receptor; inhibition, % at 20 µM; CHO-K1 APJ beta-arrestin complementation, luminescence; P35414; 0.32% of 330,000 active;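 active = inhibition above about 40% at 20 µM, limit read from the data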;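 note: cells challenged with 10 nM apelin-13 agonist together with compound; plate controls were apelin-13 plus DMSO wells for no effect and DMSO wells lacking apelin-13 for full effect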
tim10-1 inh – growth inhibitors of tim10-1 mutant yeast. S. cerevisiae tim10-1 ts strain growth, BacTiter-Glo, 24 h. inhibition, % at 20 µM. 2.2% of 330,000 active;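 active = inhibition of at least 40%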;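 note: mutant grown at 25 °C; 0% = DMSO wells with yeast and 100% = wells holding no yeast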
tim23-1 inh – inhibits growth of tim23-1 mutant yeast | AID 463212 | 1.3% of 330,000 active | inhibition, % at 20 µM | S. cerevisiae tim23-1 growth, BacTiter-Glo luminescence, 24 h;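 active = growth inhibition of the mutant yeast at or above 50%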;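 note: temperature-sensitive mutant grown at 25 °C; plate controls were DMSO-treated mutant yeast for no effect and medium wells lacking yeast for full effect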
Mdm2 MdmX PPI – disrupts the human Mdm2-MdmX interaction. 3% of 330,000 active. SaOS-2 split-luciferase Mdm2/MdmX complementation, luminescence. inhibition, % at 8 µM;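 active = inhibition of at least 50% at 8 µM in the primary screen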
TIM10 inh – TIM10 yeast growth inhibition; AID 463195; S. cerevisiae TIM10 strain growth, BacTiter-Glo luminescence, 24 h; inhibition, % at 10 µM; 1.4% of 330,000 active;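 active = inhibition of 40% or more at the single tested concentration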;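 note: wild-type TIM10 isogenic control strain grown at permissive 25 °C; 0% = DMSO yeast wells and 100% = minimal medium wells without yeast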
XBP1 UPR activ – activators of adaptive arm of unfolded protein response (XBP1) | CHO-XBP1 luciferase reporter, IRE1-XBP1 UPR activation, luminescence; percent of tunicamycin response, DMSO as zero | activation, % at 20 µM | 0.33% of 330,000 active | AID 463104;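 active = versus positive control, 20 µM dose yields 30% or more activation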;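 note: 100% = tunicamycin at 10 µg/mL and 0% = DMSO only wells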
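Assay system: IRE1-XBP1 luciferase reporter CHO line. Input: 1000 cells/well. Buffer or medium: F12 with 10% serum. Doses: 20 µM, 1% DMSO. Times: overnight seeding at 37 °C, 6 h compound treatment at 37 °C. Technique: Steady-Glo luciferase glow luminescence, 10 min after reagent addition.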
Starred values were filed as active, the others as inactive. A portion of the library; rates above refer to the full screens.

SMILES	UPR CHOP act	APJ ag	CXCR6 inh	APJ antag	tim10-1 inh	tim23-1 inh	Mdm2 MdmX PPI	TIM10 inh	XBP1 UPR activ
COc1ccc2[nH]c3c(c2c1)CCN1C(=O)N([C@@H](C)C(=O)NC2CCN(Cc4ccccc4)CC2)C(=O)[C@]31C	0.1	18*	-5	8	-21	-9	35	-3	2
COc1ccc(C(C(=O)NC(C)(C)C)N(CCC(C)C)C(=O)CCC(=O)Nc2cc(C)on2)cc1 (stereo not given)	4.7	0	-1	4	8	11	16	14	-4
COc1ccc(-c2c(C)n([O-])c3c([n+]2=O)CCCC3)c(OC)c1	-1.4	2	6	8	15	4	11	-1	0
CC(=O)c1c(C)[nH]c(C(=O)OCC(=O)Nc2cc(S(=O)(=O)N3CCCC3)ccc2Cl)c1C	2.0	2	-10	-13	7	0	54*	11	0
CC1CCN(CC(=O)Nc2ccc(S(=O)(=O)N3CCCCC3)cc2)CC1	0.6	-4	0	-17	12	6	20	2	-2
COc1cccc(-c2cccc(NC(=O)C3CCN(C4CCC4)CC3)c2)c1	-0.2	2	11	9	0	6	-1	-3	-4
CCOC(=O)N1CCN(C(=O)c2cn(CC)c3ccc(S(=O)(=O)N4CCOCC4)cc3c2=O)CC1	1.7	-4	-7	25	-6	10	10	8	-6
CCOC(=O)c1c(NC(=O)C2C3C=CC(CC3)C2C(=O)O)sc(C)c1C (stereo not given)	-0.4	-11	-8	21	16	18	12	14	-2
Cc1sc(NC(=O)Cn2cnnn2)nc1-c1ccc(Cl)cc1	0.6	-3	-2	1	-3	3	20	9	-2
CCOc1ccc(C(=O)Nc2ccc3c(c2)OCCO3)cc1	-2.1	-4	-8	13	-20	28	-82	-7	-7
CCc1nnc(NC(=O)c2ccc(S(=O)(=O)N3CCCCC3)cc2)s1	3.8	-2	-4	11	-28	-20	12	-12	-2
O=C(/C=C/c1ccc(Cl)cc1)N1CCN(c2ccccn2)CC1	6.4	1	4	9	6	3	-8	-1	-2
CC(C)NC(=O)C1CCN(C(=O)c2cc3sccc3n2Cc2ccc(F)cc2)CC1	15	2	0	-13	25	19	35	5	-3
Cn1c(SCC(=O)c2ccccc2)ncc(C(=O)Nc2ccccc2)c1=O	2.3	-1	11	20	-1	17	-6	9	-3
Cc1c(Cc2ccccc2)c(=O)oc2c(C)c(OCC(=O)N[C@@H](Cc3ccccc3)C(=O)O)ccc12	-2.3	6	3	-16	23	17	-19	12	0
CC(=O)Nc1ccc(NC(=O)C2(C)CC2(Cl)Cl)cc1 (stereo not given)	0.0	1	-4	91*	11	5	11	3	-1
O=C(O)c1ccc(-c2nc(-c3ccccc3Cl)cs2)cc1	2.7	-1	-2	-1	31	-9	5	6	5
CCCCCSc1nnc2c(n1)OC(c1cccn1C)N(C(C)=O)c1ccccc1-2 (stereo not given)	-1.6	-6	1	-10	30	10	14	11	9
COc1cc(/C=C2\C(=N)N3N=C(S(C)(=O)=O)SC3=NC2=O)ccc1OC(=O)c1ccco1	1.1	-9	9	10	23	-5	17	5	-5
CCC(=O)O[C@]1(C(=O)CCl)[C@@H](C)C[C@H]2[C@@H]3CCC4=CC(=O)C=C[C@]4(C)[C@@]3(F)[C@@H](O)C[C@@]21C	2.7	-3	3	26	13	14	15	7	-6

Four compounds from above, ordered by the number in APJ antag, largest number first:
canonical_smiles | APJ antag
COc1cccc(-c2cccc(NC(=O)C3CCN(C4CCC4)CC3)c2)c1 | 9
COc1ccc(-c2c(C)n([O-])c3c([n+]2=O)CCCC3)c(OC)c1 | 8
COc1ccc(C(C(=O)NC(C)(C)C)N(CCC(C)C)C(=O)CCC(=O)Nc2cc(C)on2)cc1 (stereo not given) | 4
CC(C)NC(=O)C1CCN(C(=O)c2cc3sccc3n2Cc2ccc(F)cc2)CC1 | -13

(list continues)
SMILES	UPR CHOP act	APJ ag	CXCR6 inh	APJ antag	tim10-1 inh	tim23-1 inh	Mdm2 MdmX PPI	TIM10 inh	XBP1 UPR activ
CN(CC(=O)Nc1ccccc1Cl)C(=O)CSc1ncc(C(F)(F)F)cc1Cl	-0.8	-3	-1	1	14	17	-9	-11	-2
COc1ccc(CN2CCNC(=O)C2CC(=O)N2CCCN(C(C)=O)CC2)cc1OC (stereo not given)	-0.4	2	1	9	-4	10	20	0	-2
CCCCNc1ncnc2c1cnn2Cc1ccc(Cl)cc1	-0.6	-2	-8	-10	40*	23	43	9	2
COC(=O)c1sc(NC(=O)CSc2nnc(C(C)C)n2C)nc1C	-0.4	0	-16	-15	12	2	13	-16	-1
O=C(c1c(F)cccc1F)N1CCN(c2ccccc2F)CC1	0.3	-1	-8	6	27	30	3	13	2
COc1cccc(-c2nc3c(c(SCC(=O)N4CCOCC4)n2)Cc2c(CO)cnc(C)c2O3)c1	2.6	27	-12	4	-4	-4	65*	11	3
CCN(CC)S(=O)(=O)c1cc(NC(=O)C2CCN(c3ncnc4sc(C)c(C)c34)CC2)ccc1Cl	3.7	1	-7	-12	13	7	90*	8	-2
Cc1ccc(S(=O)(=O)NNC(=O)c2cccs2)c(C)c1	-2.2	-1	-4	3	15	1	10	6	0
O=C1CCCC2=C1C1c3ccccc3C(=O)N1c1ccc(C(=O)c3ccccc3)cc1N2 (stereo not given)	-1.6	0	-1	31	11	1	56*	10	-7
O=C(c1cccc(Br)c1)N1CCN(S(=O)(=O)N2CCOCC2)CC1	-1.7	-1	1	-11	2	10	5	-15	1
COc1cccc(CC(NC(C)=O)C(=O)NC2CCN(S(=O)(=O)c3ccc(NC(C)=O)cc3)CC2)c1 (stereo not given)	-0.6	-2	2	4	-7	-1	-10	-1	-4
O=C(NC1CCCCCC1)c1ccc(CS(=O)(=O)Cc2ccccc2F)o1	2.1	-4	8	-2	30	18	-8	9	-2
COc1ccc(CN(C)C(=O)/C=C/c2ccc(S(=O)(=O)N3CCCCCC3)cc2)cc1	-0.2	0	-1	-77	9	34	33	21	-1
CC1CN(c2nc3ccccc3cc2-c2ccccc2)CC(C)O1 (stereo not given)	1.1	-3	4	0	15	19	12	-4	1
Cc1ccc(NC(=O)CN(C)CC(=O)Nc2ccc(N3CCOCC3)cc2)c([N+](=O)[O-])c1	-2.5	1	1	-10	13	9	-14	-4	-3
O=C(NC(=S)Nc1ccc(S(=O)(=O)NC2CCCCC2)cc1)c1cccs1	-2.4	0	23	26	31	36	10	41*	2
OCC[C@H]1C[C@H](O)[C@@H](O)[C@]2(CCc3ccccc3CO2)O1	-1.2	-2	2	-3	-4	-2	7	-3	2
Cc1ccc(-n2c(=S)sc3c(=O)n(-c4ccc(F)cc4)c(SCC(=O)O)nc32)cc1C	-0.9	-1	3	4	15	3	-6	6	-3
COc1ccc(N2CCC(CNC(=S)Nc3c(C)cc(C)cc3C)C2)cc1 (stereo not given)	-1.5	-4	15	18	0	49	13	40*	-2
O=C(Nc1ccc2[nH]c(=O)[nH]c2c1)c1ccc(Cl)c(Cl)c1	0.0	-3	-5	2	-19	-30	-15	-46	-1
O=C(COc1ccc(Cl)cc1Cl)NCCCCc1ccccc1	2.8	-4	1	-4	22	9	-24	-22	-1
C=CCC1NS(=O)(=O)OC(COC)C1C (stereo not given)	2.4	-3	10	-23	6	5	-17	-2	0
Cc1nc(CCNC(=O)Cc2ccc(F)cc2)cs1	-0.1	-2	-7	0	-22	-9	11	-9	-5
Nc1cc[n+](CC(=O)c2ccc3c(c2)OCCO3)cc1	0.5	-2	12	-6	11	-6	27	20	5
CCCCn1c(N)c(N(C)C(=O)c2cccc(-n3cnnn3)c2)c(=O)[nH]c1=O	1.1	0	-2	14	8	19	1	5	0
CC(=O)Oc1c2occc2cc2ccc(=O)oc12	-1.9	-2	-22	-10	7	6	19	7	-4
O=C1CCCc2nn(-c3ccccc3)nc21	1.2	-2	1	3	6	2	9	-6	0
O=C1CSC(c2cccnc2)N1c1ccccc1 (stereo not given)	-0.9	-4	4	-6	-20	-12	9	-22	1
CC(=O)Nc1ccc(N/C=C/C(=O)c2ccccc2)cc1	4.3	-3	-14	14	-28	50	-30	-6	-6
Cc1cccc(NS(=O)(=O)c2ccc(C(=O)N3CCN(c4ccccc4O)CC3)cc2)c1C	6.5	8	-13	-48	3	13	42	8	-1
O=C1CC2(CCN(C(=O)c3ccccc3[N+](=O)[O-])CC2)Oc2ccccc21	-0.9	-5	0	-8	11	18	-2	18	-1
O=[N+]([O-])c1ccc(C[n+]2cccc3ccccc32)cc1	0.7	-1	3	-27	10	15	14	6	-1
CC(C)=CCN1CCN(Cc2cccc3nonc23)CC1CCO (stereo not given)	0.3	-3	3	-6	7	14	3	9	0
O=C(CSc1nnc(-c2ccc(F)cc2)c2ccccc12)Nc1ccccc1	4.0	-5	7	7	23	23	25	0	0
O=C1CC(NNc2ccccc2)C(=O)N1c1cccc(Cl)c1 (stereo not given)	1.1	-5	3	2	7	24	26	2	-7
Cc1ccc(O)c(C(CC(=O)NCc2ccco2)c2ccccc2)c1 (stereo not given)	-1.0	-7	2	10	20	15	1	-17	-3
CCCOc1ccc(-c2nc(N3CCN(C)CC3)c3ccccc3n2)cc1	14	-3	-2	7	12	43	-59	23	1
CC1CCN(Cc2c(O)ccc3c(=O)c(-c4nc5ccccc5s4)c(N)oc23)CC1	4.0	-4	-12	14	18	46	51*	34	4
CCC(=O)Nc1ccc(NC(=O)/C=C/c2ccc(Cl)cc2)cc1	1.4	0	3	-16	-2	-2	4	-15	-1
COc1ccc(N(CC(=O)NCc2ccco2)S(=O)(=O)c2ccc(OC)c(OC)c2)cc1	0.1	-4	-5	6	17	6	-16	7	0
CCOC(=O)c1cccnc1SC(CC)C(=O)N1CCOCC1 (stereo not given)	-0.5	-3	3	-1	5	4	9	-7	2
CCOc1cc(/C=C(\C(=O)O)c2ccc(S(=O)(=O)N3CCCC3)s2)ccc1OC	-1.3	-1	-2	-5	-12	-4	23	3	-2
COc1ccccc1CCC(=O)Nc1ccc(S(=O)(=O)Nc2cc(C)nc(C)n2)cc1	2.2	1	1	-49	-25	-7	2	-4	-4
O=C(CSC1=NCCN1)Nc1cccc(C(F)(F)F)c1	-1.7	-1	12	-6	10	15	-18	-12	3
C[C@H](NC(=O)OC(C)(C)C)c1nnc(SCC(=O)c2ccc(Cl)cc2)o1	4.0	1	-12	2	21	29	-12	20	0
CN(CC(=O)NCCc1ccccc1)S(=O)(=O)c1ccccc1	0.9	-3	14	-2	0	4	26	1	-3
CCOc1cccc(/C=N/Nc2ccc(S(=O)(=O)N(CC)CC)cn2)c1O	-1.1	-5	-3	14	41*	20	81*	28	0
CC(C)(O)c1ccc2c(c1)CCC1C(C)(C(=O)O)CCCC21C (stereo not given)	-1.4	-1	-3	-4	20	18	3	9	-4
